# Assay outcomes from PubChem.
# PKA-R1A act: PKA-R1A complex activation; P00514+P68181; PKA-R1A dissociation, Cy5-IP20 fluorescence polarization; scaled: DMSO 0%, 113 µM cGMP 100%; activation, % at 11.4 µM; 340,000 compounds, 0.083% hits;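 active = percent activation above the mean of all tested compounds plus 3 SD, cut at about 19% in these data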;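 also: higher means more PKAc released from R1A so a rise in polarization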
# DSG3 Ab inh: human desmoglein-3 autoantibody binding inhibition. P32926. DSG3-coupled beads, scFv-anti-DSG3-GFP binding, flow cytometry; stronger effect = lower value. binding (percent of control), % at 10 µM. 310,000 compounds, 0.48% hits. AID 588358;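 active = binding more than 3 SD below its plate's average and above zero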;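 also: hits lower antibody fragment binding to DSG3; some compounds called inactive have numbers as strong as hits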
# MOR-DOR ag: agonists of human mu-delta opioid receptor heterodimerization | 340,000 compounds, 0.3% hits | AID 504326 | P35372+P41143 | activation, % at 9.3 µM | cells, OPRM1-OPRD1 heterodimerization, luminescence; in the data active = activation above about 18%;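 also: 0% = vehicle-treated cells and 100% = reference agonist; values of inactives mirror those of a sister screen read the other way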
# PKA-R2B activ: PKA-R2B complex activation; 340,000 compounds, 0.079% hits; activation, % at 11.4 µM; P22694+P31323; PKA-R2B holoenzyme dissociation, Cy5-IP20 fluorescence polarization; R2B truncated from residue 108, S112A mutant; 0% DMSO only, 100% 113 µM cGMP;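 active = activation above a cutoff set at the mean over all compounds plus 3 SD, cut at about 18% in these data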;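 also: higher means more holoenzyme dissociation and a rise in polarization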
# Target sequence (P31323 whole entry, looked up, other chains not shown, the tested form may be a part): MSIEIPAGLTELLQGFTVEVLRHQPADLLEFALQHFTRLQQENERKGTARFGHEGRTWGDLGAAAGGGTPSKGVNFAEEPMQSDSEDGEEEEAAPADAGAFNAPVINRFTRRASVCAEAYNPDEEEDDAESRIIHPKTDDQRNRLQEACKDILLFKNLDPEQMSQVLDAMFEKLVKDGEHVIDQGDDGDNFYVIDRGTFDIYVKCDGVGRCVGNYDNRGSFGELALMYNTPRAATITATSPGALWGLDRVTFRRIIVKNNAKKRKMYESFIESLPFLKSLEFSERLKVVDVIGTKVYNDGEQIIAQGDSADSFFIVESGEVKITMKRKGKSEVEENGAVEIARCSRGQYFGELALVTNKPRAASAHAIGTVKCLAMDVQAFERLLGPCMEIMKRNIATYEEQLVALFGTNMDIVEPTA
# HTR5A ag ctr: activates human HTR5A in OPRM1-OPRD1 agonist counter-screen. 340,000 compounds, 0.61% hits. HTR5A agonist assay, luminescence, cell-based. P47898. activation, % at 9.3 µM; in the data active = activation mostly above about 9.5%, no sharp cut-off; inactive = mostly below about 7.6%;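 also: 0% = cells with vehicle only and 100% = reference agonist; strong numbers were not always called active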
# Target sequence (P47898 whole entry, looked up): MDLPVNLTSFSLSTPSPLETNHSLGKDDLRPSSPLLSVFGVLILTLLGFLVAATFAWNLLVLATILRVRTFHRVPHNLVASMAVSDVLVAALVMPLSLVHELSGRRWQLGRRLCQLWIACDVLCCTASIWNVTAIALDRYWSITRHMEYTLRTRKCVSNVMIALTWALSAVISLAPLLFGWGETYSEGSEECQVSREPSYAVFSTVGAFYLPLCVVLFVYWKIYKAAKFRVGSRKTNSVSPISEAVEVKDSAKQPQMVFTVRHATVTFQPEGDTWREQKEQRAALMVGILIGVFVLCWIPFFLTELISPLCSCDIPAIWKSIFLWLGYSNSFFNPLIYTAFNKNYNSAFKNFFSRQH
# HTR5A inv ag: HTR5A inverse agonism, opioid heterodimer counter-screen; P47898; HTR5A cell line, luminescence; inhibition, % at 9.3 µM; 340,000 compounds, 0.083% hits; in the data active = inhibition mostly above about 23%, no sharp cut-off; inactive = mostly below about 18%;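 also: 0% = cells with DMSO and 100% = no-cell wells with DMSO; some compounds called inactive have numbers as strong as hits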
# DAGLB inhibitor: diacylglycerol lipase beta (human) inhibition. Q8NCG7. HEK293T DAGLB membrane lysate, EnzChek fluorogenic substrate. inhibition, % at 5.17 µM. 340,000 compounds, 0.059% hits. AID 504411; in the data active = inhibition above about 34%;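 also: 0% = enzyme with vehicle and 100% = wells lacking enzyme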
# Arrestin-AP2 inh: blocks beta-arrestin peptide binding to AP2 adaptin. AID 504490. 340,000 compounds, 0.31% hits. inhibition, % at 10 µM. FITC-arrestin peptide / GST-AP2 beads, flow cytometry; AP2 beta2 appendage carries R879A mutation;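 active = inhibition above a set limit, near 3 SD of compounds lacking own fluorescence, cut at about 54% in these data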;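 also: plate controls were DMSO wells for no effect and 5 µM unlabelled arrestin peptide for full effect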
#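 System: GST-AP2 R879A glutathione beads; medium: PBS, Tween 20 0.05%, BSA 0.1%; reagent: fluorescein-tagged arrestin peptide at 50 nM final; schedule: pre-incubation 12 min, peptide binding 1 h, room temperature; detection: flow cytometry, FL1 (488/535 nm); read-out: inhibition as reduced fluorescein signal on beads, percent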
# V-ATPase pHluor: yeast V-ATPase proton transport regulation by pHLuorin; S. cerevisiae, pHLuorin cytosolic pH fluorescence; response, % at 10 µM; 350,000 compounds, 0.37% hits; in the data active = response mostly above about 7.3%, no sharp cut-off; inactive = mostly below about 5.4%; also: actives read high; inactives centre near 0; some compounds called inactive have numbers as strong as hits; reference of the scale not given here
# OPRM1-OPRD1 inv: inverse agonist of human OPRM1-OPRD1 heterodimerization | cell-based MOR-DOR heterodimer luminescence, inverse agonism | inhibition, % at 9.3 µM | 340,000 compounds, 0.21% hits | AID 504357; in the data active = inhibition above about 22%, passing the limit was not always enough;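 also: 0% = cells with DMSO and 100% = wells without cells with DMSO; values of inactives mirror those of a sister screen read the other way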
# Starred values were filed as active, the others as inactive; x = not tested or not shown. No enrichment for hits; about 2.4% have a hit in one of these screens.
SMILES,PKA-R1A act,DSG3 Ab inh,MOR-DOR ag,PKA-R2B activ,HTR5A ag ctr,HTR5A inv ag,DAGLB inhibitor,Arrestin-AP2 inh,V-ATPase pHluor,OPRM1-OPRD1 inv
CC(=O)Nc1ccc(NC(=O)CSc2ncnn2-c2ccccc2)cc1,-11,90,-0.9,-4,3,-28,-2,-6,-3,5
Cc1ccc(NC(=O)c2ncn(CCCN[C@H](C)c3cccc4ccccc34)n2)cc1C,5,103,85*,7,6,-22,-3,1,-2,-393
CCCCc1ccc(NS(=O)(=O)c2cccs2)cc1,3,105,10,-11,4,-20,-9,0,1,-51
CC[C@]12c3[nH]c4ccccc4c3CCN1C(=O)C(CC(=O)NCCN1CCOCC1)C[C@@H]2C(=O)N1CCN(C(=O)C2CC2)CC1 (some centres not stated),2,99,-0.3,4,-1,2,0,18,-1,2
O=C1c2ccccc2C(Nc2ccc3c(c2)OCO3)N1Cc1ccco1 (configuration not stated),4,98,1.4,6,-1,2,7,15,0,-8
CS(=O)(=O)Nc1ccc(C(=O)Nc2ccc(S(=O)(=O)N3CCCCC3)cc2)cc1,-8,110,-2.8,-3,-4,9,-1,-10,1,14
Cc1cc(C)c([N+](=O)[O-])cc1-c1ccc(/C=N/c2c(-c3ccco3)nc3ccccn23)o1,2,94,5.6,0,11,-9,4,23,-4,-34
COc1ccc(S(=O)(=O)N2CCN(C(=O)Cc3cccs3)CC2)cc1,1,106,-0.9,1,-1,7,0,5,0,6
CCOC(=O)c1ccc(NC(=O)c2cc3c(C)nn(-c4ccccc4Cl)c3s2)s1,3,123,0.5,1,-2,11,0,0,1,-3
COc1ccc(C(=O)COC(=O)CCC(=O)Nc2ccc(C(C)=O)cc2)cc1,-8,129,-0.8,-7,9,-19,1,-8,5,4
Cc1ccc(C(C)C)c(OCC(=O)OCC(=O)NC2CCS(=O)(=O)C2)c1 (configuration not stated),-4,98,-4.5,3,-5,11,-2,28,1,23
Cc1ccc(N(Cc2ccccc2)C(=O)c2cc(S(=O)(=O)N3CCOCC3)ccc2Cl)cc1,-7,108,0.0,-14,6,-16,-3,0,-1,0
O=C(COc1ccccc1Br)NC1CC1,1,x,-1.8,-1,-3,-6,-3,1,1,9
CCOC(=O)C(CCCOc1cccc(CC)c1)C(=O)OCC,-11,93,3.5,-13,3,16,-8,7,-6,-19
CCCCn1c(O)c(/C=C/C=C/C=Nc2ccccc2)sc1=S,-3,93,1.2,-2,0,1,7,2,-1,-6
CCOC(=O)CSc1nc(C)cc(Oc2ccc(=O)n(C)n2)n1,-2,100,-0.6,-3,5,-13,-1,6,-4,3
CCC(=O)N1CCC(NC(=O)Nc2ccc(OC(F)(F)F)cc2)CC1,-9,99,-2.5,-11,0,-18,-1,-13,3,14
Cc1c(C)c2ccc(OC(C)C(=O)N3CC[C@@]4(O)CCCC[C@H]4C3)cc2oc1=O (some centres not stated),5,109,-0.9,-1,-2,-4,-2,3,3,5
CC(NC(=O)c1ccccc1NC(=O)CSc1nnnn1C)c1ccccc1 (configuration not stated),-4,101,-0.8,4,1,-3,2,0,2,4
COc1ccc(OC)c(C(=O)C2COC(=O)C2)c1 (configuration not stated),1,94,0.1,2,5,-15,-2,-8,1,0

# Taken from above.
# HTR5A ag ctr, `CS(=O)(=O)Nc1ccc(C(=O)Nc2ccc(S(=O)(=O)N3CCCCC3)cc2)cc1` = -4
# HTR5A inv ag, `COc1ccc(S(=O)(=O)N2CCN(C(=O)Cc3cccs3)CC2)cc1` = 7
# V-ATPase pHluor, `CC[C@]12c3[nH]c4ccccc4c3CCN1C(=O)C(CC(=O)NCCN1CCOCC1)C[C@@H]2C(=O)N1CCN(C(=O)C2CC2)CC1` (some centres not stated) = -1
# DAGLB inhibitor, `COc1ccc(OC)c(C(=O)C2COC(=O)C2)c1` (configuration not stated) = -2
# V-ATPase pHluor, `COc1ccc(C(=O)COC(=O)CCC(=O)Nc2ccc(C(C)=O)cc2)cc1` = 5
# MOR-DOR ag, `Cc1cc(C)c([N+](=O)[O-])cc1-c1ccc(/C=N/c2c(-c3ccco3)nc3ccccn23)o1` = 5.6

# Filtered by structure, those above containing four or more nitrogen atoms
SMILES,PKA-R1A act,DSG3 Ab inh,MOR-DOR ag,PKA-R2B activ,HTR5A ag ctr,HTR5A inv ag,DAGLB inhibitor,Arrestin-AP2 inh,V-ATPase pHluor,OPRM1-OPRD1 inv
CC(=O)Nc1ccc(NC(=O)CSc2ncnn2-c2ccccc2)cc1,-11,90,-0.9,-4,3,-28,-2,-6,-3,5
Cc1ccc(NC(=O)c2ncn(CCCN[C@H](C)c3cccc4ccccc34)n2)cc1C,5,103,85*,7,6,-22,-3,1,-2,-393
CC[C@]12c3[nH]c4ccccc4c3CCN1C(=O)C(CC(=O)NCCN1CCOCC1)C[C@@H]2C(=O)N1CCN(C(=O)C2CC2)CC1 (some centres not stated),2,99,-0.3,4,-1,2,0,18,-1,2
Cc1cc(C)c([N+](=O)[O-])cc1-c1ccc(/C=N/c2c(-c3ccco3)nc3ccccn23)o1,2,94,5.6,0,11,-9,4,23,-4,-34
CCOC(=O)CSc1nc(C)cc(Oc2ccc(=O)n(C)n2)n1,-2,100,-0.6,-3,5,-13,-1,6,-4,3
CC(NC(=O)c1ccccc1NC(=O)CSc1nnnn1C)c1ccccc1 (configuration not stated),-4,101,-0.8,4,1,-3,2,0,2,4

# The results go on:
SMILES,PKA-R1A act,DSG3 Ab inh,MOR-DOR ag,PKA-R2B activ,HTR5A ag ctr,HTR5A inv ag,DAGLB inhibitor,Arrestin-AP2 inh,V-ATPase pHluor,OPRM1-OPRD1 inv
O=C(NCc1cccs1)c1cnc2sccn2c1=O,0,98,-1.9,5,7,-19,-1,26,5,10
COC(=O)c1[nH]c2ccc(C)cc2c1NC(=O)Nc1ccc(OC)cc1,2,89,1.5,-10,-6,12,2,5,3,-7
CC12CCC(C/C1=N\N=C1\NC(=O)/C(=C\c3ccc(Cl)cc3)S1)C2(C)C (configuration not stated),-4,96,-1.6,-3,4,1,-5,9,0,9
CCN(CC)CCSc1nc(O)c(-c2ccccc2)c(=O)n1-c1ccccc1,-12,107,-1.1,-1,5,-14,-1,8,-3,6
Cc1cc(C)nc(SCc2ccc(C(=O)NN=C3CCCC3)cc2)n1,-3,96,-1.0,8,-6,14,-5,12,3,5
Cc1ccc(CNCCCn2cnc(C(=O)Nc3ccc(C)c(C)c3)n2)o1,-10,102,-1.5,-11,1,-5,2,11,-2,7
O=C(COC(=O)CNC(=O)c1ccc(Cl)cc1Cl)NC1CC1,-14,91,-1.5,1,1,-5,1,1,-1,8
O=C(O)C1CCN(C(=O)CCc2ccccc2)CC1,7,x,-1.4,-2,2,-5,-3,3,-3,7
CC(NC(=O)OCc1ccccc1)C(=O)NCC(=O)NC(Cc1ccc(OC(C)(C)C)cc1)C(=O)OC(C)(C)C (configuration not stated),6,98,-2.1,-2,0,-8,1,-5,3,11
Cc1ccccc1Cn1c(=N)n(CC(=O)c2ccc([N+](=O)[O-])cc2)c2ccccc21,0,94,1.7,-12,-1,2,-1,-5,-1,-9
COc1ccc(C(=O)Nc2cccc(-c3csc(C)n3)c2)cc1S(=O)(=O)N1CCCC1,-4,101,0.9,-2,-7,8,-3,41,4,-4
COc1ccccc1CNC(=O)CNC(=O)c1ccc(Br)o1,-1,105,-2.2,-11,1,19,2,3,0,12
CCCn1cccc(C(=O)Nc2ccc(OC)cc2)c1=O,5,108,1.2,-16,0,0,-2,11,-2,-5
O=C(CCc1cccc(Cl)c1)NC1CCCN(Cc2ccccc2F)C1 (configuration not stated),1,103,-0.8,6,-2,-1,-2,-3,-2,4
N/C(=N\OC(=O)Nc1ccc(Cl)c(Cl)c1)c1ncc(C(F)(F)F)cc1Cl,1,103,0.3,-5,0,-10,-1,-4,4,-2
O=C(CN1C(=O)NC2(CCCC2)C1=O)N1CCN(S(=O)(=O)c2ccc(Cl)c(C(F)(F)F)c2)CC1,-2,103,-3.0,-5,0,-17,2,-12,3,16
O=C(COC(=O)c1cc(=O)[nH]c(=O)[nH]1)NCc1ccccc1,-10,131,-0.8,-5,4,12,0,-10,3,5
CC1=C/C(=N\N=C2\NC(=O)C(CC(=O)Nc3ccccc3)S2)CC(C)(C)C1 (configuration not stated),-1,105,-0.8,-8,3,9,3,-8,-4,5
NS(=O)(=O)c1ccc(N=Nc2c[nH]c(=O)c(O)c2)cc1,1,93,-4.3,-8,-9,32*,10,19,-3,19
NNc1ccc2c(C(F)(F)F)cc(C(F)(F)F)nc2n1,2,103,0.9,-9,-2,8,0,5,2,-4
O=C(CSc1nnc(-c2cccs2)o1)OC1CCCCC1,2,85,3.6,4,-2,-29,-9,13,0,-20
CCC(=O)NCCc1nc2cc(NC(=O)c3cccc([N+](=O)[O-])c3)ccc2n1C,-7,112,-3.2,9,3,-11,-2,4,2,15
COc1ccccc1C1CC(=O)Oc2cc(OC)c(OC)c(OC)c21 (configuration not stated),-7,97,-2.9,6,0,-2,-5,-24,2,14
COC(=O)c1ccc(-c2nc(CN3CCN(C(=O)c4ccco4)CC3)c(C)o2)cc1,-11,100,x,8,x,x,-5,x,x,x
O=C(OCn1nnc2ccccc2c1=O)c1cc2ccccc2o1,1,105,-2.3,-7,-5,-45,-2,2,1,14
C[C@@H]1CN([C@@H](C)CO)C(=O)CCCn2nncc2CO[C@H]1CN(C)Cc1cccc2c1OCCCO2,5,103,x,1,x,x,-1,x,-2,x
CCCCn1c(Cn2nc(C(=O)O)c3ccccc3c2=O)nc2cc(S(N)(=O)=O)ccc21,0,106,2.2,2,2,-9,0,1,-5,-16
CCOC(=O)c1nnc2cc(-c3ccc(Br)cc3)nn2c1C,-8,98,-1.0,8,2,14,-3,-49,-3,6
COc1ccc(CCNC(=O)CSc2nnnn2-c2ccc(OC)c(OC)c2)cc1OC,-2,95,-2.7,0,2,-5,0,-15,-2,14
COc1cccc(/C=C2\SC(=S)N(CCCC(=O)N3CCCCC3)C2=O)c1,-8,105,-0.8,0,-4,11,-4,40,4,3
COc1cccc(C2=NOC(C(=O)N3CCN(Cc4ccccc4)CC3)C2)c1OC (configuration not stated),-16,102,-0.3,-1,1,-12,-4,0,6,2
COCC1CCN(Cc2c(C(=O)N3CCOCC3)nc3c(C)cccn23)C1 (configuration not stated),7,100,x,-5,x,x,-1,x,0,x
CC(Oc1ccc(F)cc1)c1nnc(SCC(=O)N(c2ccccc2)C2CCS(=O)(=O)C2)o1 (configuration not stated),-2,99,2.1,-6,7,-11,1,2,1,-13
